Pol iota inh: qHTS for Inhibitors of Polymerase Iota; Pol iota fluorescent replication assay, 10 min; Potency, µM (highest dose often 115 µM), for the others: at the top dose activity, negative = inhibition, hits mostly inhibitors; hit rate 1% among 390,000
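Fluorescent replication assay read twice, at 0 min and 10 min after adding 50 nM (final) substrate. Enzyme (10 nM) and compounds were first incubated 15 min at room temperature; enzyme-free buffer wells were negative controls.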
BAZ2B block: qHTS Assay for Inhibitors of BAZ2B; Bromodomain adjacent to zinc finger domain protein 2B (Homo sapiens), Q9UIF8; AlphaScreen BAZ2B-H3K14Ac peptide displacement; Potency, µM (titrated, usually from 114 µM), for inactives: at the top dose activity change, negative = inhibition, usual class: inhibitors; hit rate 4.4% among 360,000; note: % is set by controls: 0 for no effect and ±100 for the full control effect; nearly all actives have a fitted effect of over 60% in size
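Protein-peptide AlphaScreen: BAZ2B 50 nM, b-H3K14Ac 50 nM, 1x PBS pH 7.4 + 0.01% Tween-20. Preincubation 30 min RT; cpd 30 min RT (top 110 uM); beads 20 min RT, light-protected.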
BLM helicase inh: qHTS Assay for Inhibitors of Bloom's syndrome helicase (BLM); RecQ-like DNA helicase BLM (Homo sapiens), P54132; recombinant BLM DNA unwinding, fluorescence dequenching; Potency, µM (doses to about 56.1 µM), for the others: at the top dose activity change, negative = inhibition, actives largely listed as inhibitors; hit rate 0.2% among 350,000;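 note: plate controls were vehicle for no effect and no enzyme for full effect; nearly all actives have a fitted effect of over 35% in size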
APE1 inh: qHTS Assay for Inhibitors of the Human Apurinic/apyrimidinic Endonuclease 1 (APE1); DNA repair nuclease/redox regulator APEX1 (Homo sapiens), P27695; recombinant APE1, TAMRA/BHQ-2 abasic DNA cleavage fluorescence; Potency, µM (top dose mostly 65.8 µM), without a hit: at the top dose activity change, negative = inhibition, hits mostly inhibitors; hit rate 0.35% among 350,000; AID 2517, 2012;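 note: plate controls were vehicle for no effect and reference inhibitor for full effect; nearly all actives have a fitted effect of over 55% in size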
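0.75 nM APE1 + cpd, 15 min RT; start w/ 50 nM TAMRA/BHQ-2 THF-abasic dsDNA; kinetic fluor 525/598 nm ×3 reads @60 s; Δ(read3−read1); normalized to DMSO and NSC13755 control wells.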
G9a block: qHTS Assay for Inhibitors of Histone Lysine Methyltransferase G9a; Histone-lysine N-methyltransferase EHMT2 (Homo sapiens), Q96KQ7; G9a H3K9 monomethylation, AlphaScreen, 2 h; Potency, µM (doses to about 102 µM), for the others: at the top dose activity, negative = inhibition, most hits filed as inhibitors; hit rate 8.8% among 350,000; note: % is set by controls: 0 for no effect and ±100 for the full control effect; nearly all actives have a fitted effect of over 75% in size
Target sequence (Q96KQ7 913-1193 limits assumed): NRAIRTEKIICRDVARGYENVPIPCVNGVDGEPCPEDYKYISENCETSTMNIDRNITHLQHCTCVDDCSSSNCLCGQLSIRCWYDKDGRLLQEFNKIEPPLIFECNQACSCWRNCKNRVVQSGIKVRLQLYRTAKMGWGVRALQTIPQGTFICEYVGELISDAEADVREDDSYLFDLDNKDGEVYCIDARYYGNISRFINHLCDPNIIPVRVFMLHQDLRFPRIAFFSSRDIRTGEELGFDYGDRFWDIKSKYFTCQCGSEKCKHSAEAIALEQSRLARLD
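Quantitative HTS format: methyltransferase activity on a biotin-tagged H3K9 peptide is measured by AlphaScreen, using a rabbit anti-monomethyl-H3K9 antibody with streptavidin donor and anti-IgG acceptor beads. Final levels are 20 nM enzyme, 500 nM peptide, 20 uM SAM; 2 h RT.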
POLK inh: qHTS for Inhibitors of Polymerase Kappa. DNA polymerase kappa (Homo sapiens), Q9UBT6. purified Pol kappa, fluorescent DNA synthesis assay, 10 min. Potency, µM (titrated, usually from 107 µM), for the others: at the top dose activity, negative = inhibition, hits mostly inhibitors. hit rate 0.53% among 400,000. AID 588579, 2011; note: % is set by controls: 0 for no effect and ±100 for the full control effect
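Enzyme at 10 nM met test compounds for 15 min at room temperature. Substrate addition (50 nM final) began the reaction, which was monitored by fluorescence at 0 and 10 min.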
Apoferritin bind: qHTS Assay for Identification of Novel General Anesthetics | Potency, µM (doses to about 77.5 µM), inactives show at the highest dose activity change, negative = displacement, hits mostly inhibitors | apoferritin/1-aminoanthracene competitive binding, fluorescence | AID 485281, 2010 | hit rate 0.074% among 350,000; note: % is set by controls: 0 for no effect and ±100 for the full control effect; nearly all actives have a fitted effect of over 20% in size
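Concentration-response curves derived by four-parameter Hill fitting of normalized fluorescence, where compounds displaced 1-AMA from 10 uM horse apoferritin following a brief 10 min room-temperature incubation; propofol titration acted as positive control.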
Pol eta inh: qHTS for Inhibitors of Polymerase Eta; DNA polymerase eta (Homo sapiens), Q9Y253; recombinant Pol eta, fluorescent DNA replication assay; hit rate 1.2% among 390,000; Potency, µM (highest dose often 114 µM), for the others: top-dose activity change, negative = inhibition, actives largely listed as inhibitors; note: % is set by controls: 0 for no effect and ±100 for the full control effect
Target sequence (Q9Y253 whole entry, looked up): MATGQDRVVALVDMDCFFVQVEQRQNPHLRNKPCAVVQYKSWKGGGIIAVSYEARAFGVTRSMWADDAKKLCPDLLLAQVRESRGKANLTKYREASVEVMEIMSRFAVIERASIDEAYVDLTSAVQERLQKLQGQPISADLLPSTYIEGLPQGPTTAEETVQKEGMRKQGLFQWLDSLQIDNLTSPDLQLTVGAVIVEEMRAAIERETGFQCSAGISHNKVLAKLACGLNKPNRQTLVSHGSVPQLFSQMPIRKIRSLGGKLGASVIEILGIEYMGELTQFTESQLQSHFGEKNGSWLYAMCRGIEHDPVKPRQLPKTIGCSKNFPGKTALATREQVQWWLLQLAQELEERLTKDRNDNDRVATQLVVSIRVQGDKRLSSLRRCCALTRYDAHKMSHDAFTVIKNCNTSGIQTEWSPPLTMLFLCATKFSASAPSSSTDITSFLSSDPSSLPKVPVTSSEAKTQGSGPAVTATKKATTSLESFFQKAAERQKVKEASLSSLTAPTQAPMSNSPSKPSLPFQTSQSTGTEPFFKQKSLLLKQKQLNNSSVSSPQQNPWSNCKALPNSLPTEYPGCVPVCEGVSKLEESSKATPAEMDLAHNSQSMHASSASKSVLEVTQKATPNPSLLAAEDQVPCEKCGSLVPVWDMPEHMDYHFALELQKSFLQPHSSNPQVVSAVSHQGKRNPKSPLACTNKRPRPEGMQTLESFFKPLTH
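Fluorescent replication assay: 50 nM final substrate added after a 15 min room-temperature compound preincubation with 10 nM enzyme. Signal taken at 0 min and again at 10 min.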
POLB inh: qHTS Assay for Inhibitors of DNA Polymerase Beta; Potency, µM (top dose mostly 114 µM), for the others: top-dose activity change, negative = inhibition, usual class: inhibitors; hit rate 1.3% among 340,000; P06746; Pol beta primer extension/strand displacement, fluorescence kinetic; note: % is set by controls: 0 for no effect and ±100 for the full control effect
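Preincubation: enzyme (10 nM) with compound, 15 min, RT. Reaction: substrate added to 50 nM final. Reads: 0 and 10 min. Analysis: normalized, Hill fit.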
* hit, by the source's call; ? = inconclusive; . = no result given; [ ] = dose if it differs, or a comment. Calls come from the whole dose curve; as a rule, active = well fitted curve in the direction sought with a large enough effect; inconclusive = small, poorly fitted or top-dose-only effect, or another doubt; inactive = no such curve, though single readings can be large; an effect the other way counts as inactive or inconclusive. Potency is the fitted concentration of half-maximal effect. A portion of the library; the hit share may differ from the screen's.

SMILES	Pol iota inh	BAZ2B block	BLM helicase inh	APE1 inh	G9a block	POLK inh	Apoferritin bind	Pol eta inh	POLB inh
Cc1ccc(Cl)c(NC(=O)COC(=O)c2nn(C)c(=O)c3ccccc23)c1Cl	9%	-13%	.	5%	8%[12.7 µM]	-19%	.	-17%	.
NC(=O)c1ccc2nc(-c3ccccc3)c(-c3ccccc3)nc2c1	?	-22%	-2%	17%	15%	-28%	1%	-1%	3%
Cc1cc(C)c(S(=O)(=O)Nc2nccs2)c(C)c1	63%[activator]	1%	1%	5%	?	-8%	-7%	-11%	0%
CC(=O)N1CCC2(CC1)C(C#N)=C(N)Oc1n[nH]c(C(F)(F)F)c12	-5%	3%	-2%	2%	?	3%	-9%	-9%	19%
CCCCn1c(N)c(N(CC(C)C)C(=O)CSC(C)C(=O)Nc2cc(C)on2)c(=O)[nH]c1=O (stereo unspecified)	31%[activator]	10%	.	13%	56µM*	0%	.	-20%	.
CC(C)CN(C(=O)CSc1nnc(-c2ccco2)o1)c1c(N)n(Cc2ccccc2)c(=O)[nH]c1=O	134%[activator]	-2%	-7%	3%	-29%	0%	-17%	-6%	42%
CC(=C1C2C=CC1C1C(=O)NC(=O)C21)c1ccccc1 (stereo unspecified)	12%	-11%	-3%	-1%	5%[59 µM]	5%	-4%	-5%	-25%
Cc1cccc(-c2nc3c4ccccc4nc(N4CCN(c5ccc(F)cc5)CC4)n3n2)c1	19%	7%	-2%	.	9%[59 µM]	-1%	6%	-4%	2%
O=C(CN1C(=O)c2cccc([N+](=O)[O-])c2C1=O)N1CCN(S(=O)(=O)c2ccccc2)CC1	-1%	8%	.	-7%	-7%[12.7 µM]	-3%	.	-7%	.
COc1ccccc1C(=O)N/N=C(\C)c1ccc(NC(=O)Cc2ccccc2)cc1	39%[activator]	-4%	-7%	10%	?	-13%	-5%	-12%	6%
COc1ccc(Br)cc1C(=O)NC(=S)Nc1ccc(Cl)c(C(=O)O)c1	?	-10%	-4%	-3%	20µM*	-13%	-2%	?	13%
COc1ccc(N2CCN(CCCNC(=O)c3ccc4nc(CCc5ccccc5)oc4c3)CC2)cc1	22%	32µM*	1%	.	?	-5%[60.1 µM]	-8%	-18%	9%
COC(=O)c1ccc(C)c(NC(=O)CCc2ccc(OC)c(OC)c2)c1	17%	-5%	-2%	4%	50µM*	?	-7%	-15%	-6%
CCOC(=O)c1sc(NC(=O)CN2CCN(c3ccccc3)CC2)nc1C	92%[activator]	-39%	-9%	-7%	.	-6%	-18%	-6%	24%
CC1(C)CC(NS(=O)(=O)c2ccc(Cl)cc2)CC(C)(C)N1	103%[activator]	-2%	-1%	24%	9%	-5%	-2%	-3%	33%

10 structures out of the list, sorted by molecular weight, low to high.
SMILES	Pol iota inh	BAZ2B block	BLM helicase inh	APE1 inh	G9a block	POLK inh	Apoferritin bind	Pol eta inh	POLB inh
CC(=C1C2C=CC1C1C(=O)NC(=O)C21)c1ccccc1 (stereo unspecified)	12%	-11%	-3%	-1%	5%[59 µM]	5%	-4%	-5%	-25%
Cc1cc(C)c(S(=O)(=O)Nc2nccs2)c(C)c1	63%[activator]	1%	1%	5%	?	-8%	-7%	-11%	0%
NC(=O)c1ccc2nc(-c3ccccc3)c(-c3ccccc3)nc2c1	?	-22%	-2%	17%	15%	-28%	1%	-1%	3%
CC1(C)CC(NS(=O)(=O)c2ccc(Cl)cc2)CC(C)(C)N1	103%[activator]	-2%	-1%	24%	9%	-5%	-2%	-3%	33%
CC(=O)N1CCC2(CC1)C(C#N)=C(N)Oc1n[nH]c(C(F)(F)F)c12	-5%	3%	-2%	2%	?	3%	-9%	-9%	19%
COC(=O)c1ccc(C)c(NC(=O)CCc2ccc(OC)c(OC)c2)c1	17%	-5%	-2%	4%	50µM*	?	-7%	-15%	-6%
COc1ccccc1C(=O)N/N=C(\C)c1ccc(NC(=O)Cc2ccccc2)cc1	39%[activator]	-4%	-7%	10%	?	-13%	-5%	-12%	6%
Cc1ccc(Cl)c(NC(=O)COC(=O)c2nn(C)c(=O)c3ccccc23)c1Cl	9%	-13%	.	5%	8%[12.7 µM]	-19%	.	-17%	.
COc1ccc(Br)cc1C(=O)NC(=S)Nc1ccc(Cl)c(C(=O)O)c1	?	-10%	-4%	-3%	20µM*	-13%	-2%	?	13%
O=C(CN1C(=O)c2cccc([N+](=O)[O-])c2C1=O)N1CCN(S(=O)(=O)c2ccccc2)CC1	-1%	8%	.	-7%	-7%[12.7 µM]	-3%	.	-7%	.

Further compounds
SMILES	Pol iota inh	BAZ2B block	BLM helicase inh	APE1 inh	G9a block	POLK inh	Apoferritin bind	Pol eta inh	POLB inh
COc1ccccc1N1CCN(S(=O)(=O)c2c(C)sc3ncn(CC(=O)Nc4ccc(C(F)(F)F)cc4)c(=O)c23)CC1	7%	2%	1%	.	-1%[59 µM]	6%	-14%	-9%	16%
Nc1nonc1NC(=O)CSc1nc2ccccc2s1	-7%	?	4%	3%	?	-18%	?	-20%	19%
CCc1ccccc1NC(=O)C1COc2ccccc2C1 (stereo unspecified)	-8%	0%	0%	.	-1%[59 µM]	-3%[60.1 µM]	-5%	-9%	-17%
Cc1ccc(S(=O)(=O)N2CCN(C(=O)CSc3nnc(C)c(=O)[nH]3)CC2)cc1	-1%	2%	-3%	1%	56µM*	5%	-14%	-5%	2%
NC(=O)CC(NC(=O)Cc1ccc(Br)cc1)c1ccc(NCCc2ccc(F)cc2)c([N+](=O)[O-])c1 (stereo unspecified)	-2%	-5%	-2%	-3%	-10%[12.7 µM]	1%	-23%	-7%	29%
CC(=O)c1ccccc1C(=O)NCc1cccnc1	-1%	1%	-1%	4%	9%[59 µM]	1%	-7%	-19%	2%
COc1cccc(N2CCN(C(=S)NCCc3ccccc3)CC2)c1	13%	-27%	-15%	0%	-3%	-8%	-19%	4%	?
Cc1ccc2c(c1)N(C(=O)N1CCC(C(=O)NCc3ccccc3F)CC1)CC(C)O2 (stereo unspecified)	31%[activator]	-22%	0%	.	-26%[59 µM]	4%	-4%	-14%	5%
CCCC(=O)Nc1cccc(-c2nc3ccccc3c(=O)o2)c1	28%	-11%	-5%	8%	-1%	-8%	-3%	-23%	?
COc1ccccc1C(=O)NCC(=O)OCC(=O)N1CC(C)OC(C)C1 (stereo unspecified)	12%	5%	.	15%	-25%	-4%	.	-13%	.
O=C(Nc1ccc(N2CCOCC2)cc1)c1ccc2c(c1)OCO2	97%[activator]	-2%	-4%	2%	?	-4%	-6%	-3%	-22%
COc1ccccc1-n1cc(C(=O)c2cc(Cl)ccc2O)cc(C#N)c1=O	36%[activator]	-29%	-8%	4%	10%[59 µM]	-1%	-15%	0%	29%
CNc1ccccc1C(C)(C)c1cc(-c2cccc(Br)c2)no1	?	3%	-8%	56%[activator]	?	-25%	-15%	?	17%
CN(C)C(=O)N=NC(=O)N(C)C	?	8%	.	32%	2.2µM*	-3%	.	-1%	.
Cc1cccc(N2CCN(C(=O)CN3C(=O)COc4ccc(S(=O)(=O)N5CCCC5)cc43)CC2)c1C	54%[activator]	-4%	-2%	.	-16%[59 µM]	-10%	-6%	-11%	21%
Cc1c(CC(=O)O)c(=O)oc2cc(OCc3ccc(Br)cc3)ccc12	87%[activator]	-11%	-6%	25%	5%	-6%	-15%	1%	-1%
Cc1ccc(NS(=O)(=O)c2c(C)nc3sccn3c2=O)c(Cl)c1	8%	0%	-3%	.	7%[59 µM]	16%	-7%	-11%	9%
CC(=O)c1cc2c(cc1NC(=O)CN1CCOCC1)OCO2	31%	7%	0%	-7%	-8%[59 µM]	-10%	-3%	2%	1%
CC(=O)NC1=NN(C(C)=O)C2(CCCC2)S1	104%[activator]	1%	-1%	-3%	24%	-7%	-2%	-19%	4%
CCn1cc(C(=O)N2CCN(c3cc(Cl)ccc3C)CC2)c(=O)c2cc(S(=O)(=O)N3CCCC3)ccc21	-6%	.	-7%	.	-29%[59 µM]	0%	-8%	-2%	27%
O=C(NCCC1=CCCCC1)C1CC(=O)N(C2CCCCCC2)C1 (stereo unspecified)	4%	-3%	-7%	6%	-2%[12.7 µM]	-7%	5%	-8%	-2%
CCOC(=O)c1noc2nc(C)n(CC(=O)Nc3cc(Cl)ccc3OC)c(=O)c12	4%	-3%	-3%	.	14%[59 µM]	-5%[60.1 µM]	1%	-4%	4%
O=C(CCc1nc2cccnc2n1-c1ccccc1)Nc1ccc(Cl)c(Cl)c1	15%	?	-4%	.	?	-9%	-5%	-5%	21%
CCC1CCCCN1CCNC(=O)CNS(=O)(=O)c1ccc2nc(C)sc2c1 (stereo unspecified)	3%	-1%	4%	-2%	12%[59 µM]	-9%	-10%	1%	10%
Cc1ccc(-n2ncc3c(=O)n(CC(=O)NC4CCCCC4)cnc32)cc1	5%	3%	-3%	2%	-3%	-1%	-7%	4%	3%
COc1ccc(CNC(=O)COC(=O)c2ccc(S(=O)(=O)N3CCCCC3)cc2)cc1	-11%	.	.	30%	.	-5%	.	-4%	.
COc1ccc(CN(C)Cc2nc3scc(-c4ccccc4)c3c(=O)[nH]2)cc1OC	15%	4%	3%	7%	25%[59 µM]	-4%	-4%	-19%	22%
CCOC(=O)C1=C(C)N(CCCCCC(=O)O)C(=O)NC1c1ccc(Cl)cc1 (stereo unspecified)	6%	4%	0%	22%	-18%	5%	-5%	-22%	12%

High-throughput results (PubChem BioAssay)
